Compound activity deposited in PubChem by NCI.
NCI-60 one-dose screen, 48 h, at 10 µM unless noted. Numbers give growth in % (100 = growth as untreated, 0 = no growth, -100 = all killed).
PC-3: PC-3 prostate cancer cells. AID 1794754. 3.9% of 80,000 active
SF-268: SF-268 CNS cancer cells. AID 1794759. 3.1% of 82,000 active
DU-145: DU-145 prostate cancer; AID 1794760; 4.2% of 81,000 active
OVCAR-8: OVCAR-8 ovarian cancer. 4.4% of 81,000 active. AID 1794782
U251: U251 CNS tumor cells; 5.4% of 80,000 active
SF-539: SF-539 CNS cancer; 6.8% of 81,000 active
OVCAR-3: OVCAR-3 ovarian cancer; AID 1794787; 7% of 79,000 active
SF-295: SF-295 CNS cancer cells; 5.6% of 79,000 active; AID 1794758
SNB-19: SNB-19 CNS cancer cells; 2.5% of 81,000 active; AID 1794751
The depositor's hits bear a star; . = no result given; & = joins results of further samples. Rule for the calls: active = growth percent below 10; inactive = the rest.

entry	compound	PC-3	SF-268	DU-145	OVCAR-8	U251
1	COc1ccc(Cn2cc(COc3cc(/C=C/C(=O)c4cc(OC)c(OC)c(OC)c4)ccc3OC)nn2)cc1	44	95	89	47	45
2	Cc1ccc2[nH]c(=O)cc(-n3nc(C)c(C#N)c3N)c2c1	93	98	111	104	107
3	CCN(CC)c1ccc(/C=C/C2=[N+](C)c3ccccc3C2(C)C)cc1	5.8*	17	14	25	14
4	ON=C1CCCCCCCC1	104&95	97&100	103&107	107&102	110&107
5	CC(C)(C)n1nnnc1C(Nc1cccc([N+](=O)[O-])c1)c1cccc(Oc2ccccc2)c1 (configuration not stated)	75	92	99	85	82
6	C[N+](C)(C)c1ncnc2[n-]cnc12	92	91	99	94	92
7	Cn1ccc2cc(NC(=O)c3cnccn3)ccc21	99	100	103	103	100
8	COc1ccc(Cc2nnc(SCC(=O)c3ccc(Cl)cc3)n2-c2ccccc2)cc1	64	97	105	101	90
9	CCCCN(CCCC)CCCNc1c2c(nc3ccc(Cl)cc13)CCCC2	96	92	107	102	101
10	CCn1c(SC/C(=N/O)c2ccccc2)nnc1-c1ccncc1	102	101	102	111	101

entry	SF-539	OVCAR-3	SF-295	SNB-19
1	49	54	32	83
2	98	106	99	106
3	15	6.0*	-19*	.
4	102&92	111&111	103&105	104&106
5	104	105	88	98
6	90	92	89	91
7	99	106	96	99
8	101	95	100	95
9	100	89	90	102
10	106	119	100	102

Later entries
entry	compound	PC-3	SF-268	DU-145	OVCAR-8	U251
11	Cc1ccc(/C=C2/C3=C(C4CCC2N4C)[C@@H](c2ccc(C)cc2)C(C#N)=C(N)O3)cc1 (some centres not stated)	85	90	90	100	.
12	Nc1nc(O)c(/C=C2/C(C(=O)O)=Nc3ccc(Cl)cc32)s1	101	97	110	99	105
13	Cc1nn(-c2ccccc2)c(Oc2ccccc2)c1-c1nc2ccccc2[nH]1	82	92	103	91	96
14	Cc1nc(-c2cc3ccccc3oc2=O)ccc1C(=O)/C=C/c1ccc([N+](=O)[O-])cc1	107	104	97	109	105
15	OCCNc1nc(Nc2ccc(Cl)cc2)nc(Nc2ccc(C3=NN(c4cc(Cl)cc(Cl)c4)C(c4ccc(Cl)cc4)C3)cc2)n1 (configuration not stated)	96	77	109	92	92
16	N#C[C@]1(CCCC2CC3C=CC2C3)CC2C=CC1C2 (some centres not stated)	93	104	115	99	104
17	COc1ccc2c(c1)CC/C(=C\c1cccnc1OC)C2=O	93	97	99	97	98
18	Cn1c(=O)c2c(nc(NC(=S)N=Nc3c(O)[nH]c4ccccc34)n2Cc2ccccc2)n(C)c1=O	93	96	105	94	102
19	CCCCCCCCCCCCCC(=O)OCCOC(=O)CCCCCCCCCCCCC	99	98	107	105	94
20	CN(c1ccc(C2=NCCN2)cc1)S(=O)(=O)c1cccc2c(S(=O)(=O)N(C)c3ccc(C4=NCCN4)cc3)cccc12	97	102	107	104	104

entry	SF-539	OVCAR-3	SF-295	SNB-19
11	97	94	100	95
12	101	105	100	101
13	101	88	99	98
14	94	112	103	100
15	83	104	99	96
16	98	108	89	108
17	99	102	91	92
18	92	99	104	98
19	108	102	103	103
20	107	102	103	98

Continuation.
entry	compound	PC-3	SF-268	DU-145	OVCAR-8	U251
21	Cc1ccc(-n2cnn3c(=O)c4c5c(sc4nc23)CN(C)CC5)cc1	.	96	108	104	101
22	O=C(NCc1ccccc1)C(c1ccccc1)c1ccccc1	96	101	109	104	105
23	CC(C)CSc1nc(NCCc2c[nH]c3ccccc23)c(C#N)c(-c2ccc(Cl)cc2)n1	23	55	67	76	24
24	Cc1ccc(/C=C/C(=O)c2c(O)c3ccccc3oc2=O)cc1	95	99	108	89	92
25	C1COC(C2OCCO2)C1 (configuration not stated)	94	110	116	98	98
26	COc1cc(O)c(O)c2ccc3cc(O)c(O)cc3c12	92	106	112	96	86
27	CCC1(C)CC(=O)NC1=O (configuration not stated)	113&86	118&101	116&108	110&97	100&109
28	CC(=O)c1ccccc1Nc1nccc(-c2ccc(Cl)cc2)n1	105	109	108	99	94
29	COC(=O)Oc1ccc(Cl)cc1Cl	95	99	110	100	93
30	NS(=O)(=O)c1ccc(N2N=C(c3ccc(Cl)cc3)CCC2=O)cc1	91	99	111	94	98

entry	SF-539	OVCAR-3	SF-295	SNB-19
21	98	101	104	104
22	97	109	101	108
23	61	76	66	.
24	99	114	104	101
25	97	111	115	100
26	.	111	96	94
27	104&102	125&117	107&73	105&107
28	94	135	103	95
29	104	106	100	111
30	90	92	87	96

(cont.)
entry	compound	PC-3	SF-268	DU-145	OVCAR-8	U251
31	C=C(C)[C@@H]1CC[C@]2(CO)CC[C@]3(C)[C@H](CC[C@@H]4[C@@]5(C)C=C(C#N)C(=O)C(C)(C)[C@@H]5CC[C@]43C)[C@@H]12	6.8*	25	19	22	9.6*
32	CN(C)c1ccc(C2C(C#N)=C(/N=C/c3ccccc3)Oc3c2ccc2ccccc32)cc1 (configuration not stated)	51	67	88	90	75
33	O=[N+]([O-])c1ccc(-c2nnc(SCc3nnc(-c4cccc([N+](=O)[O-])c4)o3)o2)cc1	89	99	108	100	99
34	NCCCOc1cc2ccccc2cc1C(=O)NCCCOc1cc2ccccc2cc1C(=O)Nc1ccc(Cl)cc1O	-86*	-28*	-21*	-58*	-86*
35	Oc1ccc(/C=C2\SCc3cc4ccc(O)cc4[o+]c32)c(O)c1	105	108	106	107	104
36	N=C(N)c1ccc(Oc2ccc(C(=N)N)cc2)cc1	89	102	105	110	102
37	N=C(N)c1ccc(-c2ccc(-c3c[nH]c(=O)[nH]c3=O)o2)nc1	88	109	112	98	96
38	COC(=O)N1CCCC1	95	111	120	105	111
39	COc1ccc(S(=O)(=O)N2CCCCC2)cc1NC(=O)c1[nH]c(C)c2c1CCCCC2=O	.	48	62	33	23
40	O=C(O)c1cc(O)ccc1N=Nc1ccccc1	102	110	116	96	95

entry	SF-539	OVCAR-3	SF-295	SNB-19
31	21	-49*	-2.7*	18
32	69	44	49	74
33	100	118	109	103
34	-94*	-31*	.	-66*
35	150	103	101	99
36	102	113	94	103
37	97	111	105	93
38	111	114	104	105
39	25	24	24	36
40	110	130	135	104

Among those listed so far, nine contain a halogen.
entry	compound	PC-3	SF-268	DU-145	OVCAR-8	U251
8	COc1ccc(Cc2nnc(SCC(=O)c3ccc(Cl)cc3)n2-c2ccccc2)cc1	64	97	105	101	90
9	CCCCN(CCCC)CCCNc1c2c(nc3ccc(Cl)cc13)CCCC2	96	92	107	102	101
12	Nc1nc(O)c(/C=C2/C(C(=O)O)=Nc3ccc(Cl)cc32)s1	101	97	110	99	105
15	OCCNc1nc(Nc2ccc(Cl)cc2)nc(Nc2ccc(C3=NN(c4cc(Cl)cc(Cl)c4)C(c4ccc(Cl)cc4)C3)cc2)n1 (configuration not stated)	96	77	109	92	92
23	CC(C)CSc1nc(NCCc2c[nH]c3ccccc23)c(C#N)c(-c2ccc(Cl)cc2)n1	23	55	67	76	24
28	CC(=O)c1ccccc1Nc1nccc(-c2ccc(Cl)cc2)n1	105	109	108	99	94
29	COC(=O)Oc1ccc(Cl)cc1Cl	95	99	110	100	93
30	NS(=O)(=O)c1ccc(N2N=C(c3ccc(Cl)cc3)CCC2=O)cc1	91	99	111	94	98
34	NCCCOc1cc2ccccc2cc1C(=O)NCCCOc1cc2ccccc2cc1C(=O)Nc1ccc(Cl)cc1O	-86*	-28*	-21*	-58*	-86*

entry	SF-539	OVCAR-3	SF-295	SNB-19
8	101	95	100	95
9	100	89	90	102
12	101	105	100	101
15	83	104	99	96
23	61	76	66	.
28	94	135	103	95
29	104	106	100	111
30	90	92	87	96
34	-94*	-31*	.	-66*

Additional structures
entry	compound	PC-3	SF-268	DU-145	OVCAR-8	U251
41	O=C1CCSC2=NCCN12	100	116	115	105	107
42	CC(=O)Nc1ccc(S(=O)(=O)CCc2cc[n+](C(C)C)cc2)cc1	86	101	111	106	95
43	O=C(CCN1CCCCC1)c1ccc(-c2ccccc2)cc1	101	104	104	105	95
44	Clc1ccc(C(c2ccccc2Cl)C(Cl)Cl)cc1 (configuration not stated)	82	102	106	.	111
45	NC(=S)N/N=C/c1cc(-c2cccc(N)c2)ccn1	59	21	28	22	16
46	O=C(Nc1ccc(-c2nc(-c3cccc(OCCN4CCOCC4)c3)c(-c3ccnc(Br)c3)[nH]2)cc1)c1ccccc1	18	39	56	41	8.8*
47	CN(C)C(=O)C(c1ccccc1)C(O)c1ccccc1 (configuration not stated)	100	97	105	98	97
48	O=[N+]([O-])c1ccc(Oc2ccc(-c3ccccc3)cc2)c([N+](=O)[O-])c1	88	86	86	86	86
49	Cn1c(=O)[nH]c(-c2cccc([N+](=O)[O-])c2)c(C#N)c1=O	100	100	112	98	.
50	CC(O)c1ccc(Sc2ccccc2)cc1 (configuration not stated)	95	105	104	98	90

entry	SF-539	OVCAR-3	SF-295	SNB-19
41	109	120	114	106
42	93	109	92	102
43	106	101	104	105
44	107	95	90	96
45	.	41	9.5*	43
46	-40*	44	-71*	-1.0*
47	102	105	107	101
48	107	86	87	94
49	99	116	99	94
50	90	114	125	.

The list goes on:
entry	compound	PC-3	SF-268	DU-145	OVCAR-8	U251
51	N#CC1C(C#N)C(C(=O)c2ccc(Br)cc2)N2c3ccccc3C=CC12 (configuration not stated)	77	78	92	91	85
52	O=C(NC1CCS(=O)(=O)C1)c1ccc(C(=O)c2ccccc2)cc1 (configuration not stated)	101	118	128	70	90
53	CC1(C)OC2=C(CC1S(=O)(=O)O)C(=O)C(=O)c1ccccc12 (configuration not stated)	95	104	127	101	103
54	Nc1c(C(=O)Nc2ccccc2)oc2ncc(Cl)cc12	93	98	109	93	99
55	NNc1ccc(S(=O)(=O)O)cc1Cl	98	114	110	98	99
56	O=[N+]([O-])c1ccc2c(Cl)[nH]nc2c1	80	97	112	98	100
57	COc1ccc(C2N(c3ccc(Br)cc3)N=C(C(C)=O)N2[C@H]2[C@H](OC(C)=O)O[C@H](COC(C)=O)[C@@H](OC(C)=O)[C@@H]2OC(C)=O)cc1 (some centres not stated)	43	75	86	78	75
58	N#Cc1cnc(C(N)=O)s1	102	101	107	108	102
59	Cc1ccccc1OCC(O)CN1CCCCC1 (configuration not stated)	114	100	108	72	106
60	CCNC(=O)c1onc(-c2ccccc2)c1-c1cc(OC)c2c(c1OC)OCO2	97	97	110	99	99

entry	SF-539	OVCAR-3	SF-295	SNB-19
51	89	75	89	80
52	103	121	100	98
53	104	107	111	105
54	99	103	76	109
55	93	114	.	110
56	99	103	95	111
57	81	73	64	78
58	99	108	97	101
59	98	109	93	113
60	101	107	101	98
